Assay outcomes deposited in PubChem BioAssay by IUPUI and University of Michigan.
ST2 IL33 inh: IL1RL1 inhibition. actives 2.3% (n = 78,000). AlphaLISA ST2-Fc/biotin-IL-33 interaction, 1 h. inhibition, % for hits at 17 µM. Q01638; in the data active = inhibition above about 30%; inconclusive = mostly about 10% to 28%
Target sequence (Q01638 whole entry, looked up): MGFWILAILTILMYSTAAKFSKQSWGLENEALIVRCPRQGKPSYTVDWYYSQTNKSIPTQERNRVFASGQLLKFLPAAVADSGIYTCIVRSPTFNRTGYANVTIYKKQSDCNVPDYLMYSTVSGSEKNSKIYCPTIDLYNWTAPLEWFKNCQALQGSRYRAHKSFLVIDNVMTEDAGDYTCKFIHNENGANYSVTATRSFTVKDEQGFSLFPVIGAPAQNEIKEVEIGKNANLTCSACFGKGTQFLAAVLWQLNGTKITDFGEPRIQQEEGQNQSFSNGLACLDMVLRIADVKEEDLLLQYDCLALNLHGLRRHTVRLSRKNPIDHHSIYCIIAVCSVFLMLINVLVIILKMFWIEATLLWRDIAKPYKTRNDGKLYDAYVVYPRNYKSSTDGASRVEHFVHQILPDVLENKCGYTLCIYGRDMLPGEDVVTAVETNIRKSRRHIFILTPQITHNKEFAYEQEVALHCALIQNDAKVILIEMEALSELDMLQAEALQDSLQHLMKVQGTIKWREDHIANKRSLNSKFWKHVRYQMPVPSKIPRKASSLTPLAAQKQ
An asterisk follows results filed as active; i = inactive; ? = inconclusive. The list is partial, so the mix of outcomes need not match the whole.

Preview (2 entries):
SMILES | ST2 IL33 inh
Cc1nc(-c2ccccc2)ncc1C(=O)N1CCCC2(CC1)CNC(=O)O2 (stereo unspecified) | i
NC(=O)CNC(=O)c1ccccc1 | i

The listing, repeating the preview:
SMILES | ST2 IL33 inh
Cc1nc(-c2ccccc2)ncc1C(=O)N1CCCC2(CC1)CNC(=O)O2 (stereo unspecified) | i
NC(=O)CNC(=O)c1ccccc1 | i
Cc1ccc(N2CCC(N3CCCC(C(=O)N4CCCC4)C3)CC2)nn1 (stereo unspecified) | i
COc1cc(N/C=C(\C#N)c2nc(-c3cc4ccccc4oc3=O)cs2)c(OC)cc1Cl | i
CC1=C(C(=O)Nc2ccc(Br)cn2)C(c2cccnc2)C2=C(CCCC2=O)N1 (stereo unspecified) | i
COc1ccc(C(=O)N=C2C=C(C)C(=O)C=C2C)cc1OC | ?
CCOC(=O)c1cnn2c(C)cc(-c3ccc(OCCC(C)C)cc3)nc12 | i
O=C(NCc1cccnc1Oc1ccc(F)cc1F)c1[nH]ncc1Cl | i
CCOC(=O)c1sc(Nc2nc3ccc(F)cc3s2)nc1C | i
Cc1nnc(NC(=O)NC(C)c2c(C)nn(C)c2C)s1 (stereo unspecified) | i
CN(C)c1ccc(C(=O)N2N=C(c3ccc(Cl)cc3)CC2(O)C(F)(F)F)cc1 (stereo unspecified) | ?
Cc1ccc(S(=O)(=O)N(CC(=O)O)Cc2ccccc2)cc1 | i
CCN(CCN(C)C)Cc1cccc(Cl)c1 | i
C=C1OC(=O)OC1(C)CCC1=C(C)CCCC1(C)C (stereo unspecified) | i
COCCNC(=O)CSc1nc(-c2cccc(Cl)c2)nc2cc(=O)[nH]n12 | i
CCSc1oc(-c2ccc(F)cc2)nc1S(=O)(=O)c1ccccc1 | i
COc1ccc(-c2cc(C(=O)Nc3cnn(Cc4ccc(F)cc4)c3)no2)cc1OC | i
COC(=O)C1C(=O)C2=C(CC1C)NC(C)=C(C(=O)OC(C)C)C2c1ccc(C)o1 (stereo unspecified) | ?
COc1cc(NC(=O)c2ccc(-c3ccccc3)cc2)c(OC)cc1Cl | i
O=C(Nc1cccc(-c2nc3ccccc3o2)c1)c1cccc([N+](=O)[O-])c1 | i
CS(=O)(=O)N(CC(=O)Nc1ccccc1C(=O)N1CCCC1)c1cccc([N+](=O)[O-])c1 | i
COc1ccc(C(=O)NCCC(=O)O)cc1 | i
Cc1ccc2[nH]c(C(=O)NCC3(Cn4ccnc4C)CC3)c(C)c2c1 | i
Cc1ncc2c(c1CNS(=O)(=O)c1ccsc1)CCN(C(=O)c1cccc(N(C)C)c1)C2 | i
CC(=O)Nc1ncc(C(=O)N2CCCC3(CN(C)C(=O)O3)C2)s1 (stereo unspecified) | ?
O=[N+]([O-])c1c(Cl)ncnc1N1CCCCC1 | i
CSCCC(NC(=O)C1CCC(C)CC1)C(=O)NCc1ccccn1 (stereo unspecified) | i
CCc1ccccc1NC(=O)CN(c1cc(OC)ccc1OC)S(=O)(=O)c1ccccc1 | i
CC(C)CCNS(=O)(=O)c1ccc(F)cc1 | i
CC(CNC(=O)CCC(=O)NC1CCCC1)c1ccc(Cl)cc1 (stereo unspecified) | ?
CC(C)C(Cn1ccnc1)NCC(=O)Nc1ccc(Cl)cc1F (stereo unspecified) | i
CCC1CCCCN1S(=O)(=O)c1ccc(C(=O)Nc2nnc(-c3cccc(OC)c3)o2)cc1 (stereo unspecified) | ?
CCOc1ccc(C2CC(=O)N3CN(c4ccccc4)CSC3=C2C#N)cc1 (stereo unspecified) | i
Cc1ccc(C)c(CN2C(=O)CSc3ccc(C(=O)N4CCC5(CC4)OCCO5)cc32)c1 | i
CN(C)c1cc(N)c2cc(Cl)ccc2n1 | ?
CN1C[C@@H](NC(=O)Nc2cccc(C#N)c2)C[C@H]1c1nc(-c2ccc(Cl)cc2)no1 | i
CSc1nc2n(n1)C(c1ccccc1)C=C(C)N2 (stereo unspecified) | i
N[C@@H](CC(=O)O)c1ccccc1 | i
CN1C[C@H](C(=O)N[C@]2(C)O[C@@]3(O)[C@@H]4CCCN4C(=O)[C@H](Cc4ccccc4)N3C2=O)C[C@@H]2c3cccc4[nH]cc(c34)C[C@H]21 | ?
Cc1c(C)n2c3c(cccc13)CCC2 | 52%*
CN1[C@@H](CCC(=O)N2CCOCC2)CNC(=O)[C@@H]2[C@H]1CCN2CC(C)(C)C | i
Cc1ccc(C)c(CN2C(=O)CSc3ccc(C(=O)NCCN(C)C)cc32)c1 | i
CN1CCCN(Cc2ccc(-c3ccccc3[N+](=O)[O-])o2)CC1 | i
C#CC1(NC(=O)C2CCN(CCOC)C2)CCCCC1 (stereo unspecified) | i
C=CCc1cc(Cl)ccc1OCCN1CCN(C)CC1 | ?
CCOC(=O)N1CCN(Cc2cc(C)ccc2C)CC1 | i
CCOc1ccc(N2C(=O)CC(Sc3nc4c(cc3C#N)CCC4)C2=O)cc1 (stereo unspecified) | i
C=CCN(Cc1ccccc1Cl)C(=O)c1ccc(CN(C)C)o1 | i
CCOC(=O)C(C)(C)N(Cc1ccccc1F)S(=O)(=O)c1ccc(Br)cc1 | i
COC(=O)C1C(=O)C2=C(CC1C)NC(C)=C(C(=O)OCCOC(C)C)C2c1cccc(F)c1 (stereo unspecified) | i

The results go on.
SMILES | ST2 IL33 inh
CCc1nnc(NS(=O)(=O)c2ccc(NS(=O)(=O)c3ccccc3)cc2)s1 | i
O=C(CN1CCN(Cc2ccc(F)cc2)C1=O)NCC1CCCO1 (stereo unspecified) | i
CCC(=O)N1CCc2cc(Br)cc(S(=O)(=O)NCCc3ccccc3)c21 | i
O=C(c1cccnc1)N(c1ccccc1)c1ccccc1 | i
CCN(Cc1ccncc1)C1CCCN(C(=O)c2ccn(C(C)(C)C)c2)C1 (stereo unspecified) | ?
CN(Cc1ccccc1)c1nc2c(c(=O)n(C)c(=O)n2C)n1CCSc1ncccn1 | ?
Cc1ccccc1CN1C[C@H](O)C[C@H]1c1nc(-c2cccnc2)no1 | i
CCOc1ccc2c(=O)c(-c3ccccc3)c(C)oc2c1 | i
CN(C(=O)CSC1=Nc2ccccc2C2=NC(c3ccccc3)C(=O)N12)C1CCCCC1 (stereo unspecified) | i
O=C(NC[C@H]1O[C@@H](CO)[C@@H](O)[C@H]1N1CCCC1)Nc1ccccc1 | i
CCn1ncc(C(=O)NCCSc2nc3ccccc3o2)c1C | i
COc1ccccc1N1CCN(CCCNc2c(C)c(=O)n(C)c(=O)n2C)CC1 | i
O=C(O)CCSc1ccc([N+](=O)[O-])cc1 | ?
COc1ccc(/C=C2\N=C(c3cccc(C)c3)OC2=O)cc1 | ?
O=C(c1ccc(Cl)cc1Cl)N1CCCc2ccccc21 | i
CCCc1cc(C(=O)Nc2sc(C)c(C)c2C(=O)OCC)no1 | i
C=CCSc1nc(O)c(C(C)CC)c(=O)[nH]1 (stereo unspecified) | i
CC1CN(CCC(=O)NCC2(N3CCOCC3)CCCC2)Cc2cc(Cl)ccc2O1 (stereo unspecified) | i
O=[N+]([O-])c1ccccc1S(=O)(=O)Nc1nccs1 | i
CC1=CC[C@@H]2CN(C(=O)CCS(=O)(=O)c3ccccc3)C[C@@H]2C1 | ?
CCSc1nc2c(c(=O)[nH]1)C(c1ccccc1OC)C1=C(CC(C)(C)CC1=O)N2 (stereo unspecified) | i
CCCCc1cn(CC2CCN(C(=O)c3ccc4cc[nH]c4c3)CC2)nn1 | i
C/C(=N/OCC(=O)Nc1sc2c(c1C#N)CC(C)(C)NC2(C)C)c1cccs1 | i
O=C(CN1C(=O)c2ccccc2S1(=O)=O)Nc1ccc(Br)cc1F | i
O=C(Nc1ccc(S(=O)(=O)Nc2nccs2)cc1)C1(c2ccccc2)CCOCC1 | i

Four entries from above, arranged by number of heavy atoms, highest first.
SMILES | ST2 IL33 inh
CCSc1nc2c(c(=O)[nH]1)C(c1ccccc1OC)C1=C(CC(C)(C)CC1=O)N2 (stereo unspecified) | i
CCN(Cc1ccncc1)C1CCCN(C(=O)c2ccn(C(C)(C)C)c2)C1 (stereo unspecified) | ?
O=C(CN1C(=O)c2ccccc2S1(=O)=O)Nc1ccc(Br)cc1F | i
CCCc1cc(C(=O)Nc2sc(C)c(C)c2C(=O)OCC)no1 | i

New compounds follow:
SMILES | ST2 IL33 inh
CCOC(=O)C1CCCN(C(=O)CSc2cc(=O)n(C)c3ccccc23)C1 (stereo unspecified) | i
CCOC(=O)c1sc2ncnc(NC3CCN(Cc4ccccc4)CC3)c2c1C | ?
CC(=O)c1ccc(N2CCN(c3ncnc(N)c3[N+](=O)[O-])CC2)cc1 | ?
CC1=C[C@@H](CNC(=O)c2ccccc2)[C@H](C(C)C)C[C@H]1CC(=O)N(C)Cc1cccnc1 | i
CCOc1cc(C2CC(=O)NC(SCc3cccc4ccccc34)=C2C#N)ccc1O (stereo unspecified) | i
Cc1nc(SCCNC(=O)c2cc(C3CC3)[nH]n2)n[nH]1 | i
CCN(CC)CCNC(=O)CN1C(=O)CC(C)(C)Sc2ccccc21 | ?
CCOC(=O)c1cnc2c(C)c(Cl)ccc2c1Nc1ccc(C(=O)OC)cc1 | i
COCc1cc(C)nc2sc(C(=O)NCc3ccccc3)c(N)c12 | ?
O=C(CN(c1cccc(Cl)c1)S(=O)(=O)c1ccccc1)NCC1CCCO1 (stereo unspecified) | i
COC(=O)c1ccc(Sc2ccc(C)cc2)c(N)c1 | i
O=C(CC1CCCC1)N1CCC(CO)(Cc2cccc(C(F)(F)F)c2)CC1 | i
CCOc1ccc(NC(=O)C(=O)NCc2cccc(OC)c2)cc1 | i
COc1ccc(Cl)cc1Nc1nc(-c2ccc(Cl)cc2Cl)nc2ccccc12 | ?
COc1ccc(NC(=O)C2C3CCC=CCCC32)cc1 (stereo unspecified) | i
N#CC1=C(N)SC(N)=C(C#N)C1C1CC=CCC1 (stereo unspecified) | i
O=C(Cc1c(C(=O)O)[nH]c2ccccc12)Nc1nc2ccccc2s1 | i
Cc1nc(CC(=O)NCCc2csc(-c3cccnc3)n2)cs1 | i
CCCCn1cnc2cc(NCc3ccc(Br)cc3)ccc21 | i
COc1ccc(N/C=C(\C#N)c2nc(-c3cc4cc([N+](=O)[O-])ccc4oc3=O)cs2)c(OC)c1 | i
CCn1ncnc1-c1c(-c2ccccc2)ncn1CCc1ncccc1C | ?
O=C1CSC(c2ccccn2)N1c1ccc(Cl)cn1 (stereo unspecified) | i
O=C(Nc1cccc(-c2nc3ccccc3o2)c1)c1cccs1 | i
CCc1ccc(C2NC(=O)NC(C)=C2C(=O)OCCOc2ccccc2)cc1 (stereo unspecified) | ?
Cc1ccc(NC(=O)N2CCC(=O)N(CC3CC3)C(C(C)C)C2)cc1 (stereo unspecified) | ?
CCN(CC)C(=O)C1CCCN(Cc2ccccc2)C1 (stereo unspecified) | i
O=c1c2sccc2n(Cc2cc(=O)n3ccccc3n2)c(=O)n1-c1ccccc1 | i
CCCCN(C)S(=O)(=O)c1ccc(C(=O)Nc2nnc(COC)o2)cc1 | ?
COC(=O)c1ccc(S(=O)(=O)N2CC(c3ccccn3)C2)n1C | ?
Cc1nc(C(=O)N2CCc3c(c(C(=O)NCc4ccccc4)nn3C)C2)cs1 | i
O=C(C1CC1)N(CCN(C(=O)C1CC1)c1ccccc1)c1ccccc1 | ?
COc1cc(-c2cc(C(=O)O)c3ccccc3n2)cc(OC)c1OC | i
CCN(CCn1cccn1)C(=O)CC1C(=O)NCCN1C1Cc2ccccc2C1 (stereo unspecified) | ?
COc1ccc(NC(=O)CC2Sc3ncnn3C2=O)cc1 (stereo unspecified) | i
Cc1ccc(C(=O)NCCSC(C)(C)C)cc1[N+](=O)[O-] | ?
O=C(Nc1cccc(N2CCC(NC3CCCc4ccccc43)CC2)c1)c1ccncc1 (stereo unspecified) | i
O=C(CSc1cn(Cc2ccc(Cl)cc2)c2ccccc12)Nc1nccs1 | i
Cc1nc2sc3c(NCCN4CCOCC4)ncnc3c2c2c1CCCC2 | i
O=C(Nc1cccc(NC(=O)c2cccnc2)c1)c1cccnc1 | i
CCOc1ccc(C(=O)N(c2ccc(C(C)C)cc2)C2C=CS(=O)(=O)C2)cc1 (stereo unspecified) | i
Cc1cccc(Oc2coc3cc(OCc4ccc(F)cc4)ccc3c2=O)c1 | i
NS(=O)(=O)c1ccc(Cl)c(C(=O)Nc2cccc([N+](=O)[O-])c2)c1 | i
Cc1ccccc1-n1c(=O)c2c3c(sc2n2c(SCC(N)=O)nnc12)CCCC3 | ?
O=c1c(Nc2ccccc2)nsnc1Nc1ccccc1 | i
CSc1nc2n(n1)C(c1cc(Br)ccc1F)C(C(=O)N(C)C)=C(C)N2 (stereo unspecified) | i
Cn1cc(CN(Cc2ccncc2)C[C@@H]2CCC(=O)N2)c(-c2cccc(Cl)c2)n1 | i
O=C(NCCc1nc(-c2ccccc2)no1)C1CC(=O)N(C2CC2)C1 (stereo unspecified) | ?
Cc1cc(C)n(Cc2cccc(F)c2)c(=O)c1C#N | ?
CC(=O)n1c(=O)n(C)c2ccc([N+](=O)[O-])cc21 | i
Cc1nn(C(=O)c2cccs2)c(C)c1Sc1ccc(Cl)cc1 | i

More structures.
SMILES | ST2 IL33 inh
CC1CCCCN1CCNC(=O)c1ccc2c(c1)NC(=O)CS2 (stereo unspecified) | i
CN(CCc1noc(C2CC2)n1)C(=O)[C@@H]1C[C@@H]2C=C[C@H]1C2 | ?
O=C(Nc1cccc(-c2cccc(Cl)c2)c1)C1CCN(C(=O)Cn2cccn2)CC1 | ?
O=C(NCc1cccs1)c1ccc2c(c1)ncn2C1CCCC1 | ?
CCCNC(=O)[C@@H]1CCCC[C@@H]1C(=O)NCCc1c[nH]c2ccccc12 | i
O=C(CN1C(=O)CCSc2ccccc21)Nc1ccc(Br)cc1 | i
CC(=O)Nc1ccc(NC(=O)c2ccc(C)c(Br)c2)cc1 | i
COc1ccccc1CCCNC(=O)c1c[nH]c2ccccc12 | ?
